High-throughput results from PubChem.
Insulin prom inh = TRM-6 insulin promoter activity inhibition. TRM-6 cells (human fetal islet line), insulin promoter-eGFP reporter, imaging; reporter expression induced with tamoxifen. inhibition, % at 2 µM. 130,000 compounds, 0.9% hits;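 active = inhibition above the mean plus 3 SD, with well images judged a real hit on visual review, cut at about 60% in these data, passing the limit was not always enough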
SDO1 yeast rescue = restores growth of sdo1-depleted yeast. 140,000 compounds, 0.21% hits. S. cerevisiae sdo1-depleted JHY4D growth rescue, OD600 30 h; hits give high values; pdr5 snq2 efflux-pump mutant strain. z-score at 10 µM;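 active = z-score above 3 at both the 24 hr and the 30 hr optical density reads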;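 also: z-score against mean and SD of all compound wells on the same plate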
SDO1 yeast rescue Rescue 24 h = second read-out of SDO1 yeast rescue, no call of its own (marks repeat the call); z-score; S. cerevisiae sdo1-depleted JHY4D growth rescue, OD600; measured here: growth rescue at 24 h;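 0 is the plate mean of compound wells and units are plate SD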
Starred values were filed as active, the others as inactive; x = no result given; [ ] = another dose, or the depositor's remark.

Insulin prom inh,SDO1 yeast rescue,SDO1 yeast rescue Rescue 24 h,SMILES
-11,x,x,CCOC(=O)N1CCN(CC(=O)Nc2ccc(F)cc2)CC1
x,-0.06,-0.06,CC(=O)Nc1ccc(N2S(=O)(=O)c3ccccc3S2(=O)=O)cc1
x,0.04,-0.76,COc1ccc(-n2c(Cc3cccn3C)nnc2SCC(=O)NCc2ccco2)cc1
-4,0.05,-0.28,CCOC(=O)CCP(=O)(O)C(C)(O)c1ccccc1 (configuration not stated)
17,0.63,-0.96,CNC(=O)c1nc[nH]c1C(=O)NC
4,2.1,2.1,O=C(COc1ccc(Cl)cc1)NNC(=O)c1ccccn1
x,-0.17,-0.66,O=C(NCCN1CCOCC1)c1cc2c(=O)n3ccccc3nc2n1Cc1ccccc1
x,-1.5,-0.86,CCOc1ccc(N2C(=O)CC(Sc3nc(C)cc(C)c3C#N)C2=O)cc1 (configuration not stated)

Insulin prom inh,SDO1 yeast rescue,SDO1 yeast rescue Rescue 24 h,SMILES
38,-0.42,-0.79,CCC(C)n1ncn(-c2ccc(N3CCN(c4ccc(O)cc4)CC3)cc2)c1=O (configuration not stated)
-64,0.58,-0.18,CC(=O)Nc1ccc(S(=O)(=O)N(C)CC(=O)OCC(=O)N2CCc3ccccc32)cc1
42,x,x,Cc1cc(C)nc(NNC2=CC(=O)CC(C)(C)C2)n1
7,-0.05,0.58,COc1ccccc1/C=c1\sc2nc(-c3ccco3)nn2c1=O
8,-1.3,-1.3,Cc1cc(S(=O)(=O)N(Cc2cccs2)Cc2ccccc2F)ccc1-n1cnnn1
3,-0.41[11.7 µM],0.21,CCOC(=O)c1c(C)nc(C)c(C(=O)OCC)c1-c1ccccc1
17,1,-0.21,O=C(O)c1cc(-c2cccc(Cl)c2)nc2nc(N3CCCCC3)sc12
0,x,x,O=C(CCn1c(=O)[nH]c2ccsc2c1=O)NCc1ccc(F)cc1

Insulin prom inh,SDO1 yeast rescue,SDO1 yeast rescue Rescue 24 h,SMILES
30,0.09,-0.11,Cc1ccc(-c2nnc(SCC(=O)CC(=O)Nc3ccccc3)n2-c2ccccc2)cc1
4,0.89,-0.12,CCC(C)[C@H](NC(=O)NCc1cccc(OC)c1)C(=O)OC (some centres not stated)
-57,-0.94,-0.49,O=C(/C=C/c1ccccc1Cl)Nc1ccncc1
-29,-2,-1.8,CCS(=O)(=O)N1Cc2ccccc2CC1C(=O)NC(C)C12CC3CC(CC(C3)C1)C2 (configuration not stated)
-14,-1.4,-0.55,COc1cc2c(cc1OC)C(C)N(C(=O)C1COc3ccccc3O1)CC2 (configuration not stated)
-22,0.06,-0.21,COc1cc(C(=S)N2CCOCC2)ccc1OC(=O)c1cc([N+](=O)[O-])c(C)c([N+](=O)[O-])c1
0,x,x,O=S(=O)(NCC1CCCO1)c1ccc(-c2ccc(S(=O)(=O)NCC3CCCO3)cc2)cc1 (configuration not stated)
-38,0.31,1.3,Cc1ccc(S(=O)(=O)N(CC(=O)N2CCN(c3ccccc3F)CC2)C2CCCCC2)cc1

Retrieved one by one from the entries so far:
Insulin prom inh,SDO1 yeast rescue,SDO1 yeast rescue Rescue 24 h,SMILES
4,0.89,-0.12,CCC(C)[C@H](NC(=O)NCc1cccc(OC)c1)C(=O)OC (some centres not stated)
17,1,-0.21,O=C(O)c1cc(-c2cccc(Cl)c2)nc2nc(N3CCCCC3)sc12
x,-0.17,-0.66,O=C(NCCN1CCOCC1)c1cc2c(=O)n3ccccc3nc2n1Cc1ccccc1
x,-0.06,-0.06,CC(=O)Nc1ccc(N2S(=O)(=O)c3ccccc3S2(=O)=O)cc1
4,2.1,2.1,O=C(COc1ccc(Cl)cc1)NNC(=O)c1ccccn1

Next section
Insulin prom inh,SDO1 yeast rescue,SDO1 yeast rescue Rescue 24 h,SMILES
-58,0.34,0.9,CSc1nc(C)cc(Oc2ccc(OCCOc3ccccc3)nn2)n1
x,0.59,-0.26,CCCc1c(O)nc(SCCN(CC)CC)n(C(=O)c2ccccc2)c1=O
0,x,x,Cc1[nH]nc(NCCO)c1[N+](=O)[O-]
-60,0.56,-0.18,CC1Cc2ccccc2N1S(=O)(=O)c1ccc2c(c1)n(C)c(=O)c(=O)n2C (configuration not stated)
13,x,x,CCOc1ccc(N2CC(C(=O)Nc3c(C)n(C)n(-c4ccccc4)c3=O)CC2=O)cc1 (configuration not stated)
-79,x,x,N#CCc1c(C#N)c(N)nc(N2CCCC(O)C2)c1C#N (configuration not stated)
-17,x,x,COc1ccc(CCNC(=O)Cn2nnc(-c3ccc(OC)c(OC)c3)n2)cc1OC
x,-0.21,-0.8,COc1cc(C(=O)OCC(=O)NCc2ccco2)cc(OC)c1OC

Insulin prom inh,SDO1 yeast rescue,SDO1 yeast rescue Rescue 24 h,SMILES
-21,-1.1,-0.97,C=CCn1c(SC(C)C(=O)NCc2ccc3c(c2)OCO3)nc2scc(-c3ccccc3)c2c1=O (configuration not stated)
38,-0.01,0.72,COc1ccccc1C(=O)Nc1ccc(S(=O)(=O)N2CCCC2)cc1
x,0.36,0.33,COc1ccc(C(=O)Nc2cc(Cl)cc(Cl)c2)c(OC)n1
-39,1.1,1.9,CC(C)N(C)CCOC(=O)/C=C/c1ccccc1
-20,1,1.3,COc1ccc(/C=C(/NC(=O)c2ccc(OC)c(OC)c2)C(=O)NCCc2c[nH]c3ccccc23)cc1
0,1.3,0.67,CCN1CCN(C(=O)CN(C)S(=O)(=O)c2ccc(OC)c(C)c2)CC1
-55,-0.99,-0.76,O=C(NCc1cccnc1)c1cccnc1-c1nc2ccccc2s1
-47,x,x,O=C(CCCNc1ccccc1)N/N=C/c1cccs1

Shown with bars between the fields: entries from further up
Compound | Insulin prom inh | SDO1 yeast rescue | SDO1 yeast rescue Rescue 24 h
COc1ccccc1C(=O)Nc1ccc(S(=O)(=O)N2CCCC2)cc1 | 38 | -0.01 | 0.72
COc1ccc(C(=O)Nc2cc(Cl)cc(Cl)c2)c(OC)n1 | x | 0.36 | 0.33
CC(C)N(C)CCOC(=O)/C=C/c1ccccc1 | -39 | 1.1 | 1.9
COc1ccc(/C=C(/NC(=O)c2ccc(OC)c(OC)c2)C(=O)NCCc2c[nH]c3ccccc23)cc1 | -20 | 1 | 1.3
CCN1CCN(C(=O)CN(C)S(=O)(=O)c2ccc(OC)c(C)c2)CC1 | 0 | 1.3 | 0.67
O=C(NCc1cccnc1)c1cccnc1-c1nc2ccccc2s1 | -55 | -0.99 | -0.76
O=C(CCCNc1ccccc1)N/N=C/c1cccs1 | -47 | x | x

Next section:
Insulin prom inh,SDO1 yeast rescue,SDO1 yeast rescue Rescue 24 h,SMILES
x,-0.51,-0.97,CCC(=O)c1ccc(-c2ccccc2)cc1
-21,-2.5,-2.5,O=C(Nc1ccccc1)c1ccccc1NS(=O)(=O)c1ccc(Cl)s1
x,1.7,2.9,CCCNC(=O)CCNC(=O)c1ccc(C(C)(C)C)cc1
11,x,x,O=C(NC12CC3CC(CC(C3)C1)C2)N1CCN(c2ncccn2)CC1
26,0.01,0.07,O=C(CCCCCN1C(=O)c2cccc3cccc(c23)C1=O)N1CCOCC1
-21,x,x,FC(F)Oc1ccc(NC(=S)N2CCc3ccccc32)cc1
-105,-0.58,-1.2,COc1ccc(O[C@H]2C=C[C@@H](c3ccccc3)O[C@@H]2CO/N=C(\C)CCN2CCCCc3nc(C)c(C)cc32)cc1
53,x,x,O=C(COc1nncc2ccccc12)NCC(F)(F)F

Insulin prom inh,SDO1 yeast rescue,SDO1 yeast rescue Rescue 24 h,SMILES
x,0.42,0.54,COc1ccccc1OCc1nc(C#N)c(NCc2ccco2)o1
-72,-0.43,-1.4,COC(=O)c1cccnc1SCc1ccccc1
-76,x,x,O=C(COC(=O)c1ccccc1NS(=O)(=O)c1cc([N+](=O)[O-])ccc1Cl)c1ccccc1
43,-1.3,-0.78,Cc1ccc(/C=C/C(=O)N2CCc3ccccc32)o1
19,-0.69,-0.36,CCOc1ccc(-n2cc(C(=O)Nc3cccc(Cl)c3)c3cc(OC)c(OC)cc3c2=O)cc1
x,-0.84,-1.7,COc1ccc(C(C)(C)C)cc1NC(=O)C1C2C=CC(C2)C1C(=O)O (configuration not stated)
29,-0.16,0.42,COc1cc(C(=O)Nc2ccc(Oc3ncnc4sc(-c5ccccc5)cc34)cc2)cc(OC)c1OC
x,0.26,-0.03,O=C(CCS(=O)(=O)c1ccccc1)Nc1nc2c(s1)CCCC2

Insulin prom inh,SDO1 yeast rescue,SDO1 yeast rescue Rescue 24 h,SMILES
14,1,-0.89,Cc1cc(C)n(-c2ccc(C(=O)OCC(=O)N(CC(C)C)C3CCS(=O)(=O)C3)cc2)n1 (configuration not stated)
9,x,x,CCC1(C)SC(NC(C)=O)=NN1C(C)=O (configuration not stated)
20,x,x,COc1cccc(C(=O)NC2CCN(CC(=O)Nc3c(C)cc(C)cc3C)CC2)c1
-18,-0.27,-0.07,COc1ccc(/C=C2\SC(=S)N(CCCC(=O)Nc3ccccn3)C2=O)cc1OC
-43,0.43,2.1,Cc1cccc(Oc2ccccc2NC(=O)c2cnccn2)c1
-32,-0.96,-0.5,O=C(Cc1cccs1)N(Cc1ccco1)C1(C(=O)NC2CCCC2)CCCCC1
-30,-0.72,0.15,COc1ccc(CCN(C(=S)Nc2ccccc2)C2CC(=O)N(c3ccccc3)C2=O)cc1 (configuration not stated)
-14,0.39,-0.44,O=c1cc(Cn2ccnc2)c2cc3c(cc2o1)CCC3

Insulin prom inh,SDO1 yeast rescue,SDO1 yeast rescue Rescue 24 h,SMILES
30,1.9,0.58,COC(=O)c1cc(C(=O)c2ccc(Cl)cc2Cl)cn1C
9,-0.01,-0.19,O=C(CSc1nnc2scc(-c3ccccc3)n12)N1CCN(Cc2ccccc2)CC1
x,-0.33,0.65,COc1ccccc1-c1cc(-c2ccccc2)nc(SC(C(N)=O)c2ccccc2)c1C#N (configuration not stated)
-19,x,x,Cc1ccnc(NC(=O)C(C)n2cc([N+](=O)[O-])cn2)c1 (configuration not stated)
13,x,x,Cc1cc(C)c2ccc3c(C)c(C)n(C)c3c2n1
-180,-0.9,-0.23,COc1ccc(N=NC2=C(O)CC(C)(C)CC2=O)c(OC)c1
x,0.74,-0.64,O=C(O)C(F)(F)S(=O)(=O)O
x,-1.2,-0.37,Cc1noc(C)c1COC(=O)c1cccnc1SCC(=O)Nc1ccc2c(c1)OCO2

Insulin prom inh,SDO1 yeast rescue,SDO1 yeast rescue Rescue 24 h,SMILES
x,1.2,1.2,CCN1CCN(c2cc(C)c3cc(NC(=O)Cc4ccccc4OC)ccc3n2)CC1
-76,1.7,1.5,CC1CC(C)CN(C(=O)c2ccc(NC(=O)c3ccc(=O)[nH]c3)cc2)C1 (configuration not stated)
x,-2,-1.4,Fc1ccc2c(c1)C1C=CCC1C(c1cc3c(cc1Br)OCO3)N2 (configuration not stated)
x,0.76,0.71,CN(C)C(=O)CSc1nnc(CCNC(=O)OC(C)(C)C)o1
18,4.9,1.3,COc1cc(/C=N/NC(=O)CCn2nnc3ccccc32)ccc1O
-41,0.26,0.65,O=C(NC(=S)Nn1cnc2c(cnn2-c2ccccc2)c1=O)c1ccccc1
-114,0.12,-0.62,C=CCn1c(CCNC(=O)c2cccs2)nnc1SCC(=O)Nc1cccc(F)c1
57,x,x,Cc1ccc(NCC(=O)c2ccc([N+](=O)[O-])cc2)cc1

Insulin prom inh,SDO1 yeast rescue,SDO1 yeast rescue Rescue 24 h,SMILES
-3,0.73,0.22,COc1cc(NC(C(=O)Nc2cccc(C(C)=O)c2)c2ccccc2)cc(OC)c1OC (configuration not stated)
16,0.63,0.7,CCn1c(=O)c([N+](=O)[O-])c(N2CCOCC2)c2ccccc21
14,x,x,O=C(C[n+]1cccc(CO)c1)Nc1nc2ccccc2s1
77*,-0.47,-0.56,COc1cccc(NC(=S)/C(=C(\[O-])c2ccc(C)c([N+](=O)[O-])c2)[n+]2ccccc2)c1
-7,0.19,0.06,CCOC(=O)c1ccc(CNC(=O)C2CCCCC2C(=O)OCC(F)(F)F)o1 (configuration not stated)
-29,-0.15,-0.07,O=C1CCN1C1(C(=O)NC2CCCCC2)CCCC1
x,0.52,-0.22,O=c1c2ccccc2n2cnnc2n1-c1ccccc1
-33,0.93,1.2,O=C(CSc1oc(-c2ccc(F)cc2)nc1S(=O)(=O)c1ccccc1)NCC1CCCO1 (configuration not stated)

Insulin prom inh,SDO1 yeast rescue,SDO1 yeast rescue Rescue 24 h,SMILES
-15,1.7,1.1,Cc1ccc(SCC(=O)n2nc(C)cc2C)cc1
x,-0.72,0.77,COC(=O)c1cc2sccc2n1Cc1nc(-c2ccc(OC)cc2)oc1C
40,-0.33,-0.38,Cc1c([N+](=O)[O-])c(C(=O)Nc2ccc3c(c2)OCCO3)nn1C
67,x,x,CC(=O)N1CCN(c2cc3c(cc2F)c(=O)c(C(=O)O)cn3C2CC2)CC1
52,-0.81,0.19,O=C(Cn1c2ccccc2c(=O)c2ccccc21)Nc1cccc(F)c1
x,0.53,0.97,COc1cccc(N=Nc2c(N)[nH]n3c(=O)cc(-c4ccccc4)nc23)c1
-46,-0.85,0.35,C=CCn1c(CCNC(=O)c2cccs2)nnc1SCC(=O)c1ccc(Cl)cc1
x,0.23,-0.46,CCC(C)n1nccc1NC(=O)C(C)OC(=O)c1cc2ccccc2[nH]1 (configuration not stated)

Insulin prom inh,SDO1 yeast rescue,SDO1 yeast rescue Rescue 24 h,SMILES
54,0.51,-0.53,CCCCC(=O)NC1(C(F)(F)F)C(=O)Nc2c1c(=O)[nH]c(=O)n2Cc1ccco1 (configuration not stated)
65,-1.6,-2,O=C(C1CCC(C(=O)N2CCc3ccccc32)CC1)N1CCc2ccccc21 (configuration not stated)
x,0.4,-0.55,Cc1ccc(S(=O)(=O)CC(=O)c2ccccc2)cc1
38,-0.26,0.24,O=C(Nc1ccc(S(=O)(=O)N2CCc3ccccc3C2)cc1)C1CCCO1 (configuration not stated)
x,0.5,0.2,CCN(CC)CC(O)COc1ccc2c(c1)OCO2 (configuration not stated)
x,0.86,1.1,COC(=O)c1sc(NC(=O)Cc2cccs2)nc1C

These rows are one share of the data. The share of hits here may be higher or lower than overall.
